# Bioassay records (PubChem BioAssay)
# Apaf-1 inh = inhibitors of human Apaf-1 apoptosome; O14727; 330,000 compounds, 0.71% hits; inhibition, % at 20 µM; reconstituted apoptosome caspase-3 activity, DEVD-Rh110 fluorescence; active = inhibition of at least 40% at 20 µM;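 note: plate controls were DMSO wells for no effect and DEVD-CHO caspase inhibitor wells for full effect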
# Target sequence (O14727 whole entry, looked up): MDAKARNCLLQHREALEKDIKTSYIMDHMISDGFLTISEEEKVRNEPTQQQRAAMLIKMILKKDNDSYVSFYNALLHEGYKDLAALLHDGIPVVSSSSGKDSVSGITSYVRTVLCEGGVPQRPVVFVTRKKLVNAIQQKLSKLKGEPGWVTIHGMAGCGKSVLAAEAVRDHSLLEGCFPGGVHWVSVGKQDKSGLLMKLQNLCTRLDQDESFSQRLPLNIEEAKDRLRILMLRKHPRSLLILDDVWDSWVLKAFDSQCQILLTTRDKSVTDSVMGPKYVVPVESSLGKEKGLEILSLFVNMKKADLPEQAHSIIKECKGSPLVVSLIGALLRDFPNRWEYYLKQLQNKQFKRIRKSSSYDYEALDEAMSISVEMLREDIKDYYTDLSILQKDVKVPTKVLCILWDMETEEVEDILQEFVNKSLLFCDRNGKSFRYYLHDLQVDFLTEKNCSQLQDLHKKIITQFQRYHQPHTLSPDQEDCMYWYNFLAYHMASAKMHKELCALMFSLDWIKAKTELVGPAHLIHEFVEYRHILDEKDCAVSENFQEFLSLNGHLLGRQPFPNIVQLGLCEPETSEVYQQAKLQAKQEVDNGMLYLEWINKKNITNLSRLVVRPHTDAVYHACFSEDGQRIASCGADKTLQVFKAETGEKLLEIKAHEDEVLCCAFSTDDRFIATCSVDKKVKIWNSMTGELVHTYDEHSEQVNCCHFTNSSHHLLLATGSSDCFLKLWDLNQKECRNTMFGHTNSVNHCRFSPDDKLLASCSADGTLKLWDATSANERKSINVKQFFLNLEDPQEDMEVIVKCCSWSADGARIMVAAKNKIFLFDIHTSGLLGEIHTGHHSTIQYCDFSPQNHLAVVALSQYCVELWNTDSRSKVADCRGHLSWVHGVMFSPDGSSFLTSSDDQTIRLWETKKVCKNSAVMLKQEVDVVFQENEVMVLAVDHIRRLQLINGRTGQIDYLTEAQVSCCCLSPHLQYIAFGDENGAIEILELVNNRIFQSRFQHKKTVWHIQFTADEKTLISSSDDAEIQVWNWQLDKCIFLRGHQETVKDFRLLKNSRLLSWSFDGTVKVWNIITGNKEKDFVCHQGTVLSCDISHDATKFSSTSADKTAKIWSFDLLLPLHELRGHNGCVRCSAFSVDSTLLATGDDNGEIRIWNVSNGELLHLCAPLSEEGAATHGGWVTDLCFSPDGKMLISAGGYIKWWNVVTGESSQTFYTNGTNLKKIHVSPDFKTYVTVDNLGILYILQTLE
#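 System: reconstituted apoptosome with Apaf-1, cytochrome c, caspase-9, procaspase-3, dATP; Signal: Rh110 fluorescence intensity; Schedule: 30 min compound preincubation, 50 min activation, room temperature; Reagent: cytochrome c trigger plus (Z-DEVD)2-Rh110 caspase-3 substrate.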
# SENP7 block = inhibitors of human SENP7 protease. Q9BQF6. recombinant SENP7, Z-RLRGG-aminoluciferin luminescence, 40 min. inhibition, % at 5 µM. 330,000 compounds, 1.5% hits;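 active = inhibition above about 50% at the single test dose, limit read from the data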;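 note: plate controls were DMSO with enzyme for no effect and no enzyme buffer wells for full effect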
# Jurkat NFkB inh = inhibitors of the PMA/ionomycin-induced NF-kB reporter in Jurkat cells; PMA/ionomycin-induced NF-kB luciferase reporter, luminescence; inhibition, % at 4 µM; 330,000 compounds, 0.53% hits
# 697 NFkB inh = inhibitors of the PMA/ionomycin-induced NF-kB reporter in 697 B cells; 697 B-cell NF-kB luciferase reporter, 16 h; inhibition, % at 4 µM; 330,000 compounds, 0.33% hits; in the data active = inhibition above about 35%
# HKDC1 inh = blocks human hexokinase HKDC1 activity; AID 493160; Q2TB90; inhibition, % at 20 µM; 340,000 compounds, 0.16% hits; recombinant HKDC1, G6PDH/diaphorase resazurin coupled fluorescence;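 active = inhibition above about 35% when tested at 20 µM, limit read from the data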;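 note: plate controls were DMSO wells with enzyme for no effect and DMSO wells lacking enzyme for full effect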
#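 Incubation: 90 min at room temperature in dark / Material: recombinant HKDC1 (HK5) hexokinase enzyme, produced in-house / Quantity: enzyme 5 µg/mL final / Compound: one dose of 20 µM, 1% DMSO / Reagent: glucose and ATP substrates / Buffer or medium: Tris pH 8.0 buffer with MgCl2, Tween-20, BSA, BME / Technique: resorufin fluorescence at 613 nm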
# UBC13 inh = human UBC13 polyubiquitination inhibition. AID 485273. inhibition, % at 20 µM. UBC13 polyubiquitin chain formation, TR-FRET. P61088. 330,000 compounds, 0.47% hits; in the data active = inhibition above about 45%, passing the limit was not always enough
# Gli-Sufu block = antagonists of Gli-Sufu signaling; Sufu-KO-LIGHT fibroblasts, Gli luciferase reporter luminescence; inhibition, % at 5 µM; 340,000 compounds, 0.74% hits;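 active = inhibition above about 55%, limit read from the data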;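 note: 0% = DMSO-treated cells and 100% = wells with medium but no cells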
# SENP8 block = blocks the human protease SENP8 | 330,000 compounds, 1.2% hits | Q96LD8 | purified SENP8, Z-RLRGG-aminoluciferin cleavage, luminescence | inhibition, % at 10 µM | AID 2540
# * marks the source's active call; other numbers are inactive results. Cut-off read from the data, not from the text of the source, unless noted: active = inhibition above about 50%; inactive = the rest.
# The opening 4 compounds, to show the layout:
SMILES,Apaf-1 inh,SENP7 block,Jurkat NFkB inh,697 NFkB inh,HKDC1 inh,UBC13 inh,Gli-Sufu block,SENP8 block
COc1ccc(C(=O)C2CCN(C(=O)c3ccco3)CC2)cc1,-20,-2,2,16,-10,7,-1,4
O=C(Cn1cc(C(=O)c2ccco2)c2ccccc21)Nc1ccccc1,12,5,-9,16,-5,19,-4,-5
CCOc1ccc(NC(=O)c2nnn(CC(=O)Nc3ccccc3OCC)c2N)cc1,8,-12,-17,-54,2,-1,-13,-5
COc1cc2[nH]c(=S)nc(NC3CCCCCC3)c2cc1OC,2,0,-15,-18,6,36,7,-7

# The listing (from the top)
SMILES,Apaf-1 inh,SENP7 block,Jurkat NFkB inh,697 NFkB inh,HKDC1 inh,UBC13 inh,Gli-Sufu block,SENP8 block
COc1ccc(C(=O)C2CCN(C(=O)c3ccco3)CC2)cc1,-20,-2,2,16,-10,7,-1,4
O=C(Cn1cc(C(=O)c2ccco2)c2ccccc21)Nc1ccccc1,12,5,-9,16,-5,19,-4,-5
CCOc1ccc(NC(=O)c2nnn(CC(=O)Nc3ccccc3OCC)c2N)cc1,8,-12,-17,-54,2,-1,-13,-5
COc1cc2[nH]c(=S)nc(NC3CCCCCC3)c2cc1OC,2,0,-15,-18,6,36,7,-7
CCN(CC)C(=O)C(=O)Nc1ccc(Oc2ccccc2)cc1,31,2,9,-4,-6,5,0,5
CCOc1ccc(OCc2ccc(C(=O)NN=Cc3ccc[nH]3)cc2)cc1,1,93*,-16,-87,-5,0,80*,71*
CCC(C(=O)OC)(C(=O)OC)c1ccc([N+](=O)[O-])cc1,-11,-10,2,16,-4,11,26,-2
O=S(=O)(Nc1ccc(F)cc1)N1CCOCC1,1,-1,10,12,-2,-4,-17,5
CC(C)C(C(=O)NCC1CCCO1)N(C(=O)CNS(=O)(=O)c1ccccc1)c1ccc(F)cc1 (centres undefined),3,-4,-14,-4,-5,2,25,-3
CC(OC(=O)c1nn(C)c(=O)c2ccccc12)C(=O)NCc1ccc2c(c1)OCO2 (centres undefined),-4,0,5,17,0,3,1,7
Cc1cc(C)cc(NC(=O)CCN2CCOCC2)c1,-6,-2,-6,12,-5,3,4,2
Cc1ccc(C(=O)N2CCN(c3ccc(N4CCOCC4)nn3)CC2)cc1,2,-5,14,22,-7,13,-8,-4
CCC(C)N1CCCCC1C(=O)Nc1c(C)cc(C)cc1C (centres undefined),-6,4,15,11,-11,-16,-2,4
COc1ccc(S(=O)(=O)NCCCn2ccnc2)cc1Cl,0,-3,6,8,-5,1,-1,8
Cc1cccc(C(=O)Nc2nnc(-c3cccnc3)o2)c1,-2,4,-6,-7,0,-16,-6,-1
CCOC(=O)c1cnc2c(OC)cccc2c1N1CC(C)CC(C)C1 (centres undefined),24,-3,-4,-14,3,-2,5,0
CCN(CC(=O)Nc1c(F)cccc1F)C(=O)c1ccc(S(=O)(=O)N2CCCCCC2)cc1,0,2,-7,11,-4,-3,-6,6
Cc1ccc(OCC(=O)NNC(=O)C(=O)N2CCCC2)c(C)c1,-14,-2,-11,1,-8,4,4,-1
CCCCC1(C)OC(=O)C(=Cc2ccc(N(C)C)cc2)C(=O)O1 (centres undefined),5,7,-15,-1,5,-54,20,-2
CCN1CCCC1Cn1cnc2c([nH]c3ccc(Cl)cc32)c1=O (centres undefined),-3,1,-9,8,2,0,7,0
CCCC1C(c2ccco2)NC(c2ccco2)CC1(C)O (centres undefined),2,-3,8,12,-4,-3,-11,-8
Cc1nn(C(C)C(=O)NCCCN2CCCC2)c(=O)c2nn(-c3ccccc3)c(C)c12 (centres undefined),16,-2,-9,2,4,5,-15,-3
C/C(=N\Nc1nc(N2CCOCC2)nc(N2CCOCC2)n1)c1ccc([N+](=O)[O-])cc1,0,0,-8,6,-4,-3,8,1
O=C(CSc1ccc(Cl)cc1)N1CCN(c2ccc([N+](=O)[O-])cc2Cl)CC1,16,4,18,9,2,6,0,-9
CCOC(=O)CN1C(=O)N(CC)C(C)=C(C(=O)OC)[C@@H]1c1ccccc1,0,-1,5,6,-1,-6,14,9

# Carrying on:
SMILES,Apaf-1 inh,SENP7 block,Jurkat NFkB inh,697 NFkB inh,HKDC1 inh,UBC13 inh,Gli-Sufu block,SENP8 block
O=C(CC1CCCC1)OCn1nnc2ccccc2c1=O,5,-2,10,20,-2,5,0,-5
Nc1c(C(=O)NC2CCCC2)c2nc3ccccc3nc2n1/N=C/c1cccnc1,5,2,9,-14,-3,27,-6,-2
O=C(Cn1cc([N+](=O)[O-])cn1)Nc1ccn(Cc2c(F)c(F)cc(F)c2F)n1,-12,8,9,15,-4,0,2,3
Cc1ccc(S(=O)(=O)NCc2cccnc2)cc1,1,-2,2,12,-3,-3,18,6
CCOC(=O)c1sc(N(Cc2ccccc2)C(=O)CN2C(=O)CN(C)C2=O)nc1C,2,-1,-3,22,0,3,-23,6
COc1ccc(OC)c(NC(=O)CCc2c[nH]c3ccccc23)c1,-13,5,-1,-15,1,14,0,4
O=C(NN(c1ccccc1)c1ccccc1)c1ccc([N+](=O)[O-])o1,1,15,25,-16,-6,-1,-34,4
CO/N=C1\CCn2c1c(C)c1ccccc12,-18,13,-12,-6,0,-3,-10,-12
CCOC(=O)C1=C(c2ccc(O)cc2)NC(=O)NC1C (centres undefined),-7,-6,-2,19,-4,-1,-6,9
O=C(Nc1ccccc1O)/C(=C\c1ccccc1)NC(=O)c1ccccc1,-11,-7,4,3,-6,4,0,1
CN(C)[C@@H]1CCC[C@H]1OC(=O)C(c1ccccc1)c1ccccc1,3,-7,-4,-9,-12,-2,4,-7
O=C(Nc1ccccc1)c1ccccc1C(=O)N1CCCCC1,-9,4,1,18,-3,0,-10,4
O=C(c1csc2c1CCCC2)N1CCN(c2ccc(F)cc2)CC1,20,-4,4,-3,8,3,-9,-11
CC(C)OCCCNC(=O)c1ccc2c(c1)ncn2C1CCCC1,14,-11,-3,13,-7,-6,-6,-11
O=C(Oc1c(Br)cc(C(=S)N2CCOCC2)cc1Br)c1ccc(Cl)cc1,17,0,-19,-23,2,8,7,1
C/C(=N\NC(=O)c1cccc([N+](=O)[O-])c1)c1cccc(NC(=O)C2CC2)c1,-10,-3,3,11,-10,-17,12,3
O=C(CC12CC3CC(CC(Br)(C3)C1)C2)Nc1cccc(S(=O)(=O)NC2=NCCC2)c1,18,-6,-1,-2,-1,-14,-20,2
COc1cccc(CNC(=O)c2ccccc2NC(=O)C2=C(C)OCCS2)c1,23,0,-15,-33,0,7,21,0
COc1cc(C)c(Br)cc1S(=O)(=O)N1CCOCC1,-11,-2,11,6,3,1,0,-4
Cc1ccc(C(=O)C(OC(=O)CN2C(=O)c3ccccc3C2=O)c2ccccc2)cc1C (centres undefined),-10,-3,1,9,-4,-5,0,-10
CSc1cccc(NC(=O)CNC(=O)c2ccc3c(c2)OCO3)c1,4,0,-3,21,-2,0,-1,-2
COc1ccc(CC(NC(C)=O)C(=O)NC2CCN(c3ncccc3[N+](=O)[O-])CC2)cc1 (centres undefined),-2,5,7,9,-3,-10,5,2
COc1ccc(C(=O)N(Cc2ccccc2)c2cccc(C)c2)cc1S(=O)(=O)N1CCOCC1,45*,-3,10,11,-3,5,17,17
O=C(NCc1ccc(Cl)cc1Cl)C1CC(=O)N(Cc2ccccc2)C1 (centres undefined),4,4,8,3,-10,5,6,-3
FC(F)(F)c1cccc(NC(=S)NCC2COc3ccccc3O2)c1 (centres undefined),-3,-7,-3,7,8,3,8,-13

# Individual results from the list:
# CCOC(=O)c1sc(N(Cc2ccccc2)C(=O)CN2C(=O)CN(C)C2=O)nc1C – HKDC1 inh: 0
# O=S(=O)(Nc1ccc(F)cc1)N1CCOCC1 – 697 NFkB inh: 12

# (next part)
SMILES,Apaf-1 inh,SENP7 block,Jurkat NFkB inh,697 NFkB inh,HKDC1 inh,UBC13 inh,Gli-Sufu block,SENP8 block
COc1cc(Cl)c(C)cc1NC(=O)COC(=O)C(NS(=O)(=O)c1ccc(Cl)cc1)C(C)O (centres undefined),19,-9,-6,-24,0,8,1,-12
O=C(CN(C(=O)CCC(=O)Nc1nccs1)c1cccc(F)c1)NCc1ccc2c(c1)OCO2,4,1,-15,2,-3,5,-14,4
O=C(COC(=O)CCC(=O)c1ccc(F)cc1)NCc1ccc(Cl)cc1,10,8,2,13,-1,9,0,4
Nc1nonc1-n1nnc(C(=O)N/N=C/c2ccc(F)cc2)c1-c1cccs1,7,12,-5,-7,-5,-8,-21,-7
Cc1cccc(C(=O)Nc2cccc(-c3cnc4ccccc4n3)c2)c1,6,-9,-35,-19,-6,-22,-31,-6
CSc1ncc(C(=O)Nc2ccc(C(C)=O)cc2)c(C)n1,5,6,-38,-11,-2,3,-27,3
COc1ccccc1N(C(=O)NCc1ccccc1)C1=NCC(C)S1 (centres undefined),24,-14,-5,-36,0,3,4,-18
c1ccc(-c2nc(CSc3nnc(-c4cccs4)o3)cs2)cc1,11,3,-1,18,5,12,0,1
COC(=O)c1ccc(CSc2nnc(Nc3ccc(OC)cc3)s2)o1,5,2,-7,-19,-4,8,-3,1
C=CCc1ccccc1OCC(=O)NNC(=S)NCc1ccccc1,10,-8,5,-24,-9,-6,5,-3
CCn1nc(C(=O)NNC(=O)c2ccccc2)c2ccccc2c1=O,-2,-7,-6,-8,-4,2,-16,2
CCOC(=O)C1=C(C)NC(=O)NC1c1ccc(C)o1 (centres undefined),3,0,3,13,-4,-2,3,5
Cc1cc(C)n2c(SCC(=O)N(CC(C)C)c3c(N)n(CC(C)C)c(=O)[nH]c3=O)nnc2n1,-1,-3,3,-2,-6,4,6,-7
CCOC(=O)c1ccc(NC(=O)CSc2nnc(CNc3ccc(OC)cc3)n2C)cc1,4,8,-5,2,-1,-9,-6,6
COc1c(F)c(F)c(C(=O)O)c(Nc2ccccc2C)c1F,0,-1,10,-3,-2,-10,-1,0
CCC(=O)NNC(=O)c1c(O)c2ccccc2[nH]c1=O,-4,0,7,19,-9,4,2,-1
COC(=O)NNC(=O)C12CC3CC(CC(C3)C1)C2,-9,7,12,15,1,6,-16,8
CCOc1cc(C(c2c(C)[nH][nH]c2=O)c2c(C)[nH][nH]c2=O)ccc1OS(=O)(=O)c1ccc(C)cc1,41*,2,19,10,-5,-1,11,-17
N#Cc1c(N)nc2c(c1-c1ccncc1)CCCC2,0,-6,4,-32,-9,-7,8,-7
NC(=O)c1nn(CC(=O)Nc2ccc3c(c2)OCO3)cc1[N+](=O)[O-],1,-5,-4,2,-1,-12,1,-3
Cc1ccc(C(=O)NCCCN2CCOCC2)cc1S(=O)(=O)N1CCCCC1,-16,-5,-7,4,0,-1,0,4
Cc1ccccc1OCC(O)CNC1CCCC1 (centres undefined),7,-19,-11,-8,-6,-11,-1,-11
Cc1nc(P(=O)(c2ccccc2)c2ccccc2)c(N2CCOCC2)o1,6,10,11,5,-6,-1,4,-1
Cc1ccccc1Cn1cccc1/C=C1/C(=N)N2C=CSC2=NC1=O,18,-8,-24,-5,2,-13,3,-7
COc1cc(CNCCSc2nnnn2C)cc(Br)c1OCc1ccccc1F,3,-1,-16,3,-8,15,-18,-2
C[C@H](CO)N1C[C@H](C)[C@@H](CN(C)C(=O)NC2CCCCC2)Oc2ccc(NS(=O)(=O)c3ccc(F)cc3)cc2C1=O,8,3,-5,4,-2,-1,-2,-1
Cc1nc2ccccc2n1/N=C/c1ccc([N+](=O)[O-])s1,1,11,15,9,-7,-11,27,33
CN(C)C(=O)Cn1c(=O)n(S(=O)(=O)c2ccccc2)c2ccccc21,-3,3,10,11,-4,-4,-1,-9
Cc1cccc(-c2csc(N)c2C(=O)OC(C)C)c1,17,-5,6,-14,1,6,5,7
COc1cc(C(C[N+](=O)[O-])c2c(-c3ccccc3)cc3ccccn23)cc(OC)c1OC (centres undefined),15,-6,9,0,0,0,11,-3

# Another view of 2 compounds above.
# Screens in order: Apaf-1 inh, SENP7 block, Jurkat NFkB inh, 697 NFkB inh, HKDC1 inh, UBC13 inh, Gli-Sufu block, SENP8 block
COc1cccc(CNC(=O)c2ccccc2NC(=O)C2=C(C)OCCS2)c1
    23, 0, -15, -33, 0, 7, 21, 0
O=C(CN(C(=O)CCC(=O)Nc1nccs1)c1cccc(F)c1)NCc1ccc2c(c1)OCO2
    4, 1, -15, 2, -3, 5, -14, 4
